Screening results from PubChem BioAssay.
CCR6 antag – blocks CCL20-driven beta-arrestin recruitment at human CCR6; CHO-K1 CCR6 PathHunter beta-arrestin, luminescence, CCL20-stimulated; inhibition, % at 20 µM; P51684; AID 493098; 0.49% of 340,000 active;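 active = compounds whose inhibition of the agonist-driven luminescence signal at 20 µM reaches about 50%, limit read from the data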;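 note: cells stimulated with CCL20 at 14 nM final; plate controls were DMSO with CCL20 for no effect and DMSO without agonist for full effect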
MPTP block – inhibitors of mitochondrial permeability transition pore. AID 602449. 1.4% of 360,000 active. inhibition, % at 10 µM. isolated mouse mitochondria, Ca2+ swelling absorbance, 30 min;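 active = inhibition of 50% or more, scaled per plate between neutral and stimulator controls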;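 note: 0% = DMSO wells given calcium and 100% = 1 mM EGTA wells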
A3A deaminase – human APOBEC3A DNA deaminase inhibition; recombinant A3A, FAM/TAMRA ssDNA deamination fluorescence; P31941; 0.41% of 330,000 active; inhibition, % at 20 µM; AID 493011;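 active = at least 40% inhibition at 20 µM here, with at most 30% in a related deaminase screen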;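 note: plate controls were A3A with DMSO for no effect and wells lacking A3A enzyme for full effect; some results filed as inactive read as strong as hits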
NR3A LBD binder – modulators (binders) of human NR3A ligand-binding domain | NR3A LBD differential scanning fluorimetry, Tm shift; 0% = protein alone, 100% = glycine-bound protein | Tm shift relative to glycine control, % at 25 µM | 2.5% of 340,000 active | AID 1259313;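 active = melting temperature shift of at least 10% of the positive control shift, at one fixed dose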
APOBEC3G inh – inhibitors of human APOBEC3G DNA deaminase. inhibition, % at 20 µM. AID 493012. recombinant A3G, ssDNA deamination FAM/TAMRA fluorescence. Q9HC16. 0.28% of 330,000 active;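 active = inhibition of at least 40% at 20 µM, with no more than 30% in the related APOBEC3A deaminase screen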;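 note: plate controls were DMSO wells with A3G for no effect and wells lacking A3G enzyme for full effect; some compounds called inactive have numbers as strong as hits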
Target sequence (Q9HC16 whole entry, looked up): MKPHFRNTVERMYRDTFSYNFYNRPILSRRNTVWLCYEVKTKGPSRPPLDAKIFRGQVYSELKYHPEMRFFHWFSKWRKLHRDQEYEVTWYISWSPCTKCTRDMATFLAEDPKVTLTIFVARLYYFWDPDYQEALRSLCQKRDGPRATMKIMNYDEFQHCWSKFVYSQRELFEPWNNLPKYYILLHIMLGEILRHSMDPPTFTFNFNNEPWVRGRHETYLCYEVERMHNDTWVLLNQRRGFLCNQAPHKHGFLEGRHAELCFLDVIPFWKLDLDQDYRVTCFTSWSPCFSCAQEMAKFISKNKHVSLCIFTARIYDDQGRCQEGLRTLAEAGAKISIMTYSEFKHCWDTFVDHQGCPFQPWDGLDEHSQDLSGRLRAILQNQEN
Gli-Sufu block – blocks Gli-Sufu signaling in a luciferase reporter | AID 588413 | Sufu-KO-LIGHT fibroblasts, Gli luciferase reporter luminescence | 0.74% of 340,000 active | inhibition, % at 5 µM;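 active = inhibition above about 55%, limit read from the data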;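 note: 0% = DMSO-treated cells and 100% = wells with medium but no cells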
EBI2 antag – EBI2 (human) antagonism; P32249; EBI2 beta-arrestin recruitment, luminescence, 7a,25-OHC stimulated; inhibition, % at 5 µM; 0.81% of 360,000 active; in the data active = inhibition above about 38%;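 note: enzyme fragment complementation signal reports receptor beta-arrestin coupling in cells; 0% = agonist plus DMSO wells and 100% = wells without agonist; some results beyond the cut were filed as inactive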
Target sequence (P32249 whole entry, looked up, the tested form may be a part): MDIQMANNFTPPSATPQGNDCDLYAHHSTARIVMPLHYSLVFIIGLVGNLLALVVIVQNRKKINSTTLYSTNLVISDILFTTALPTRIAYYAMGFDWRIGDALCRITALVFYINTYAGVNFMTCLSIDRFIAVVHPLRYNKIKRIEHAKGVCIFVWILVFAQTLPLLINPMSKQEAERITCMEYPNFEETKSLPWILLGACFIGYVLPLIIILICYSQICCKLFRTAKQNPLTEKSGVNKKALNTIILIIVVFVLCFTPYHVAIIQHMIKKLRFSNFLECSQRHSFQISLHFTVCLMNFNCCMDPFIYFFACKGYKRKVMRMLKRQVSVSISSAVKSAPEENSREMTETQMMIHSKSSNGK
CXCR6 inh – inhibitors of human CXCR6 receptor. O00574. CHO-K1 PathHunter CXCR6 beta-arrestin, luminescence. inhibition, % at 20 µM. 0.36% of 360,000 active; in the data active = inhibition above about 34%, passing the limit was not always enough;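 note: antagonist mode with CXCL16 agonist at 10 nM final; 0% = 10 nM CXCL16 with DMSO and 100% = unstimulated wells without agonist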
Target sequence (O00574 whole entry, looked up): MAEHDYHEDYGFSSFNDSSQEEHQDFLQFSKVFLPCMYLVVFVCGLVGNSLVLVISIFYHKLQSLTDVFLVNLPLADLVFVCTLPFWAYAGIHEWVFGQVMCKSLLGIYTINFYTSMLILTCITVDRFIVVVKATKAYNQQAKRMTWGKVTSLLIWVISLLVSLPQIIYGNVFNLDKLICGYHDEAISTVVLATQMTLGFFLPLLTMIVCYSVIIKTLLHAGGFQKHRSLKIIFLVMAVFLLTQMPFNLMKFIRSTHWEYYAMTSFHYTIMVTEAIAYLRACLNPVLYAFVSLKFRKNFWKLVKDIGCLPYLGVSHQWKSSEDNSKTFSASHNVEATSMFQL
Active calls of the source: *; . = not tested or not shown.

#	smiles	CCR6 antag	MPTP block	A3A deaminase	NR3A LBD binder
1	CCc1cc2cc3c(cc2nc1SCC(=O)Nc1nnc(C)s1)OCCO3	1	1.7	-3	1
2	O=C(NCCN1CCCCC1)Nc1ccc(F)cc1F	4	0.5	-5	1
3	COc1cccc(C(=O)NCCS(=O)(=O)NC2CCCC2)c1	2	-1.4	-2	0
4	COC(=O)c1c(C)oc(C)c1S(=O)(=O)N(C)C1CCCCC1	9	1.2	3	0
5	CC(=O)N1N=C2/C(=C/c3ccccc3)CCCC2C1c1ccccc1 (stereo not given)	13	1.7	-2	-2
6	CS(=O)(=O)N(CC(=O)Nc1ccccc1Br)Cc1ccccc1	13	0.2	-4	-1
7	COc1ccc(S(=O)(=O)N2CCCC2C(=O)Nn2cnnc2)cc1 (stereo not given)	3	0.8	-5	2
8	Cc1c(C(=O)O)nnn1-c1ccccc1	14	0.3	1	-1
9	COc1ccc(C(CC(=O)O)NC(=O)c2ccco2)cc1OC (stereo not given)	15	-1.1	-2	-2
10	CC1(C)Cc2noc(N)c2C(C)(C)N1OC(=O)c1ccco1	-2	-1.5	-3	-1

#	APOBEC3G inh	Gli-Sufu block	EBI2 antag	CXCR6 inh
1	-4	-2	8	2
2	-1	5	5	1
3	2	-9	-2	-5
4	-4	6	3	-8
5	-6	0	2	7
6	-2	1	-8	17
7	-8	-4	-8	-7
8	0	-6	-7	-3
9	-8	18	1	-2
10	-4	-3	-14	-9

Random excerpt: 2 compounds from above
#	smiles	CCR6 antag	MPTP block	A3A deaminase	NR3A LBD binder
3	COc1cccc(C(=O)NCCS(=O)(=O)NC2CCCC2)c1	2	-1.4	-2	0
8	Cc1c(C(=O)O)nnn1-c1ccccc1	14	0.3	1	-1

#	APOBEC3G inh	Gli-Sufu block	EBI2 antag	CXCR6 inh
3	2	-9	-2	-5
8	0	-6	-7	-3

Continued:
#	smiles	CCR6 antag	MPTP block	A3A deaminase	NR3A LBD binder
11	O=C(NC(=S)Nc1nc2c(s1)CCCC2)c1ccccc1	29	1.8	.	-10
12	COc1ccc2oc(C(=O)C3CC3)c(N)c2c1	-1	-1.5	0	-1
13	C[C@@H]1CN(Cc2nc(-c3cccs3)no2)C[C@H](C)O1	0	0.6	-5	-3
14	COCC(C)n1c(C)cc(C(=O)COC(=O)C2=NN(c3ccccc3)C(=O)CC2)c1C (stereo not given)	.	-0.2	5	.
15	CCOc1ccc(N(C(C)C(=O)Nc2ccc(OC)cc2)S(C)(=O)=O)cc1 (stereo not given)	6	-1.8	-2	0
16	Nn1c(SCC(=O)NC(=O)NCc2ccco2)nnc1-c1ccc(OC(F)F)cc1	-1	-3.4	33	-2
17	CN(Cc1ccco1)Cc1ccc(O)c2ncccc12	6	4.5	-2	-2
18	Cc1ccc(NC(=O)c2nnn(-c3cc(C)cc(C)c3)c2N)cc1	13	0.5	-2	-7
19	COc1ccc(OCCCN(C)Cc2ccccc2)cc1	9	-0.3	-4	-1
20	COc1ccc(C2C(C(N)=O)=C(C)Nc3nc(CCCO)nn32)cc1 (stereo not given)	0	-0.8	0	-1

#	APOBEC3G inh	Gli-Sufu block	EBI2 antag	CXCR6 inh
11	.	-64	8	9
12	0	-51	-15	-12
13	-1	4	2	1
14	-14	.	-3	-8
15	-2	-6	0	-1
16	15	0	-11	8
17	-5	2	-28	5
18	-4	-84	-5	-2
19	-10	18	-8	1
20	-4	8	-4	-2

Other compounds follow.
#	smiles	CCR6 antag	MPTP block	A3A deaminase	NR3A LBD binder
21	CC(=O)c1c(C)[nH]c(C(=O)N(CCc2ccccc2)Cc2ccccc2)c1C	3	4.0	-5	-4
22	O=S(=O)(Nc1cccc(-c2nnco2)c1)c1ccc(F)cc1F	-4	2.8	1	1
23	O=C(Cc1ccccc1)N[C@@H](Cc1ccccc1)c1nc2ccccc2[nH]1	-17	3.4	-4	-2
24	COc1ccccc1CNS(=O)(=O)c1ccc2c(c1)N(C(C)=O)CCO2	12	0.7	-6	2
25	Oc1c(CN2CCCC(C(F)(F)F)C2)cc(Cl)c2ccccc12 (stereo not given)	5	-1.9	4	-4
26	COc1ccccc1NC(=O)c1nn(C)c(C(=O)Nc2ccccc2OC)c1[N+](=O)[O-]	7	-0.5	-6	4
27	O=C(c1ccco1)N1CCN(C(=O)c2ccc(-c3ccccc3Cl)o2)CC1	5	0.5	-2	-3
28	Cc1ccccc1NC(=O)CN1CCOCC1	0	0.1	-8	-1
29	C=CCn1c(SCC(=O)Nc2nnc(C)s2)nnc1-c1cccnc1	10	-0.6	-6	1
30	CCOc1cccc(CN2CCN(Cc3ccc(C)o3)C(CCO)C2)c1O (stereo not given)	-1	-0.1	-2	-2

#	APOBEC3G inh	Gli-Sufu block	EBI2 antag	CXCR6 inh
21	-7	18	-3	5
22	1	-1	-3	-3
23	-5	-10	0	-5
24	-6	43	0	3
25	-2	7	6	-8
26	8	1	-3	1
27	-7	-27	-3	-2
28	-14	-14	2	-4
29	-21	5	3	-5
30	-2	11	-6	2

Other compounds follow.
#	smiles	CCR6 antag	MPTP block	A3A deaminase	NR3A LBD binder
31	O=S(=O)(NCC1CCCO1)c1ccccc1F (stereo not given)	-11	-1.5	-2	-1
32	CC(NC(=O)COC(=O)C1=COCCO1)C12CC3CC(CC(C3)C1)C2 (stereo not given)	22	-0.3	0	-2
33	CC1CN(C(=O)c2cccc(S(=O)(=O)Nc3ccccc3Cl)c2)CC(C)O1 (stereo not given)	11	0.9	-1	2
34	O=C(c1ccco1)N1CCN(c2ncnc3c(-c4ccc(Cl)cc4)nsc23)CC1	0	1.8	-1	-2
35	CC1CC(C)CN(C(=O)c2ccc(CNc3c(N4CCCC4)c(=O)c3=O)cc2)C1 (stereo not given)	7	2.4	1	-1
36	Cc1ccc(CSc2ncnc3c2cnn3-c2ccccc2)cc1	-14	1.3	-3	-3
37	CCCCSc1nnc2c(n1)OC=Nc1ccccc1-2	11	1.9	7	0
38	CCCCN(C(=O)c1[nH]c(C)c(C(=O)OCC)c1C)c1c(N)n(CCCC)c(=O)[nH]c1=O	-1	0.0	18	-2
39	COc1cccc(/C=N/Nc2nn3cnnc3c3ccccc23)c1	-3	0.3	3	0
40	O=C(c1ccc2c(c1)OCO2)N1CCC2(CC1)Oc1ccc(Cl)cc1C(=O)C21CC(c2ccccc2)=NO1 (stereo not given)	11	-1.2	5	-2

#	APOBEC3G inh	Gli-Sufu block	EBI2 antag	CXCR6 inh
31	-6	-19	-2	-4
32	-2	-16	-8	-2
33	-4	-4	-2	0
34	-4	26	-4	-20
35	-8	7	-6	2
36	-8	-24	22	2
37	-3	1	-7	0
38	-9	0	-12	4
39	-1	-3	19	-2
40	8	3	-2	7

Next structures.
#	smiles	CCR6 antag	MPTP block	A3A deaminase	NR3A LBD binder
41	CC(=O)c1sc(NCc2ccccc2)nc1C	6	0.5	0	0
42	Cc1cccc(-n2nnc3c(=O)n(Cc4ccccn4)cnc32)c1	8	-1.1	3	-1
43	Cc1cc(C(=O)N/N=C(\CCC(=O)O)c2cccs2)c2ccccc2n1	1	8.1	2	-2
44	COc1cc(NC(=O)C2CC(=O)NC3=C2C(=O)CC(C)(C)C3)c(OC)cc1Cl (stereo not given)	-9	-0.4	1	1
45	Cn1c(NC(=O)C2c3ccccc3Oc3ccccc32)cc(=O)n(C)c1=O	0	-13	-5	-3
46	CCC(C)N(C(=O)COC(=O)CSc1ccc([N+](=O)[O-])cc1)C1CCS(=O)(=O)C1 (stereo not given)	7	-2.3	2	-2
47	CSc1ccc(Cl)c(C(=O)Nc2ccc(Cl)cn2)c1	25	-0.3	-2	0
48	O=C(CN1C(=O)NC2(CCCCCCC2)C1=O)NCc1ccc(Cl)cc1	10	-1.5	3	3
49	CCN(CC(=O)Nc1ccc(C(C)=O)cc1)CC(=O)Nc1ccccc1C(F)(F)F	5	0.0	31	-2
50	CCOC(=O)CN1CC23C=CC(O2)C(C(=O)Nc2ccc(C(C)=O)cc2)C3C1=O (stereo not given)	8	-0.1	0	-1

#	APOBEC3G inh	Gli-Sufu block	EBI2 antag	CXCR6 inh
41	0	-12	-7	-2
42	3	3	-2	-3
43	-10	-12	4	-2
44	-2	2	-9	-10
45	-7	-10	-3	-2
46	-1	-12	-4	-9
47	-6	2	-5	-3
48	-6	0	-4	-3
49	21	8	-6	-1
50	-6	16	-6	6

Later entries.
#	smiles	CCR6 antag	MPTP block	A3A deaminase	NR3A LBD binder
51	Cc1ccc(C2CC(c3ccccc3OC(F)F)Nc3ncnn32)cc1 (stereo not given)	-5	1.6	0	-1
52	O=C(COC(=O)Cc1ccc(F)cc1)Nc1ccc2[nH]c(=O)[nH]c2c1	5	-1.2	3	0
53	O=C(c1cccc(N2CCCC2=O)c1)N1CCOCC1	2	-0.5	2	-1
54	Cc1ccc(NC(=O)N2CCC(c3nc4c(nnn4Cc4c(F)cccc4Cl)c(=O)[nH]3)CC2)cc1	11	1.5	-4	-3
55	NC(=O)c1ccc(NC(=O)COC(=O)c2c3c(nc4ccccc24)/C(=C\c2cccs2)CCC3)cc1	-9	3.8	3	4
56	NS(=O)(=O)c1cccc(C(=O)NC2CCSc3ccccc32)c1 (stereo not given)	10	1.1	2	0
57	O=C(Nc1ccccc1N1CCOCC1)c1cccc2c(Br)cccc12	13	0.8	3	0
58	COCCn1c(C)c(C(=O)O)sc1=S	11	0.7	1	-1
59	Cc1cc(C)cc(NC(=O)C2CCN(c3nccs3)CC2)c1	2	-0.4	-4	-1
60	CC(C)CCN1CCN(Cc2ccc(C#CC(C)(C)O)s2)CC1CCO (stereo not given)	-1	0.9	-3	1

#	APOBEC3G inh	Gli-Sufu block	EBI2 antag	CXCR6 inh
51	-4	-2	-10	4
52	-6	-2	7	-2
53	-4	0	-6	-4
54	-5	7	17	14
55	-3	-2	-13	0
56	4	21	-2	-4
57	-2	40	5	3
58	-1	19	5	2
59	-5	-6	4	3
60	-4	7	-11	8

Look-ups from above:
APOBEC3G inh result of CC(C)CCN1CCN(Cc2ccc(C#CC(C)(C)O)s2)CC1CCO (stereo not given) = -4
A3A deaminase result of CC(=O)c1sc(NCc2ccccc2)nc1C = 0

Going on with the list.
#	smiles	CCR6 antag	MPTP block	A3A deaminase	NR3A LBD binder
61	COc1ccc(C(CNC(=O)COc2ccccc2OC)N2CCCCC2)cc1 (stereo not given)	19	-1.5	-8	1
62	Cc1cc(N2C(=O)c3ccc(C(=O)Nc4ccc(CC(=O)O)cc4)cc3C2=O)no1	-10	-0.7	-5	-2
63	N#Cc1cn(Cc2ccccc2)c(=O)[nH]c1=O	8	-0.2	5	0
64	COc1cc(CNCc2ccccn2)ccc1OCC(=O)NC(C)(C)C	2	0.6	-3	-1

#	APOBEC3G inh	Gli-Sufu block	EBI2 antag	CXCR6 inh
61	-6	18	14	7
62	-2	-16	-8	12
63	0	2	1	-8
64	-7	14	-3	1

Structures above that have an aryl thioether with sulfur outside any ring, in the order listed:
#	smiles	CCR6 antag	MPTP block	A3A deaminase	NR3A LBD binder
1	CCc1cc2cc3c(cc2nc1SCC(=O)Nc1nnc(C)s1)OCCO3	1	1.7	-3	1
16	Nn1c(SCC(=O)NC(=O)NCc2ccco2)nnc1-c1ccc(OC(F)F)cc1	-1	-3.4	33	-2
29	C=CCn1c(SCC(=O)Nc2nnc(C)s2)nnc1-c1cccnc1	10	-0.6	-6	1
36	Cc1ccc(CSc2ncnc3c2cnn3-c2ccccc2)cc1	-14	1.3	-3	-3
37	CCCCSc1nnc2c(n1)OC=Nc1ccccc1-2	11	1.9	7	0
46	CCC(C)N(C(=O)COC(=O)CSc1ccc([N+](=O)[O-])cc1)C1CCS(=O)(=O)C1 (stereo not given)	7	-2.3	2	-2
47	CSc1ccc(Cl)c(C(=O)Nc2ccc(Cl)cn2)c1	25	-0.3	-2	0

#	APOBEC3G inh	Gli-Sufu block	EBI2 antag	CXCR6 inh
1	-4	-2	8	2
16	15	0	-11	8
29	-21	5	3	-5
36	-8	-24	22	2
37	-3	1	-7	0
46	-1	-12	-4	-9
47	-6	2	-5	-3
